hgDAF-12 ag – H. glycines DAF-12 receptor agonists, primary screen, cell-based, luminescence, HEK293, GAL4 fusion, UAS-luciferase. Nuclear hormone receptor DAF-12 (Heterodera glycines), GAL4 fusion. HEK293 GAL4-hgDAF12 UAS-luciferase reporter, agonist luminescence; normalized to butyrate control. activation, % at 6.8 µM. hit rate 1.8% among 370,000;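 active = activation above a cutoff set at the mean of all screened compounds plus 3 SD, cut at about 10% in these data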;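 note: 0% = DMSO wells and 100% = sodium butyrate wells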
DAX1 inh-1 – DAX1 (NR0B1) inhibitors, primary screen, cell-based, HEK293, Gal4-DAX1, luciferase luminescence; inhibition, % at 6.75 µM; AID 504766, 2011; HEK293 Gal4-DAX1 luciferase reporter; Nuclear receptor subfamily 0 group B member 1 (Homo sapiens), P51843; hit rate 0.99% among 340,000;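 active = inhibition above the mean over all tested compounds plus 3 SD, cut at about 4.2% in these data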;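 note: 0% = DAX1-transfected cells with DMSO and 100% = empty-vector control cells with DMSO; inhibition shows as a rise in luminescence from relieved DAX1 repression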
Target sequence (P51843 207-470 limits assumed): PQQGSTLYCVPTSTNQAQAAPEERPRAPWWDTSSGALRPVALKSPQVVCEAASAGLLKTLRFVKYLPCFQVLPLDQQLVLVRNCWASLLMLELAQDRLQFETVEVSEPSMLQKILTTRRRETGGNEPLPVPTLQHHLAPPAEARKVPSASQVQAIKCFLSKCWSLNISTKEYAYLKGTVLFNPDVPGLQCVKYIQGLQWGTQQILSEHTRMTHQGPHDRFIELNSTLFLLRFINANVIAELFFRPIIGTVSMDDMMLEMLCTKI
GC-B act – human GC-B receptor activators, primary screen, HEK293 GC-B cells, cGMP TR-FRET, EC30 CNP. Atrial natriuretic peptide receptor 2 (Homo sapiens), P20594. 0% at EC30 CNP, 100% saturating CNP. activation, % at 10 µM. hit rate 0.11% among 370,000;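 active = activation at 10 µM reaching about 35% in either raw or pattern-adjusted values, limit read from the data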
NPR1 activator – GC-A stimulated cGMP production enhancers – HEK293 GC-A cells, cGMP TR-FRET, EC30 ANP, primary screen; Atrial natriuretic peptide receptor 1 (Homo sapiens), P16066; 0% at EC30 ANP, 100% saturating ANP; activation, % at 10 µM; hit rate 0.14% among 370,000; AID 1671463, 2021; in the data active = activation above about 40%
SMARCA2 activ – SMARCA2 (BRM) function activators, primary screen, cell-based, luminescence, high throughput. activation, % at 9.1 µM. AID 652017, 2013. MG213 cells, MMTV-luciferase reporter, dexamethasone, overnight. hit rate 1% among 370,000; in the data active = activation above about 7.8%;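 note: 0% = vehicle wells and 100% = reference activator wells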
DAX1 inh-2 – DAX1 (NR0B1) inhibitors on StAR promoter, primary screen, cell-based, luminescence, SF-1 (NR5A1), full-length DAX-1; inhibition, % at 6.8 µM; AID 652010, 2013; hit rate 1.1% among 370,000; HEK293T StAR-luciferase reporter, SF-1/DAX-1 repression relief;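 active = inhibition above the mean over all tested compounds plus 3 SD, cut at about 3.6% in these data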;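 note: 0% = DAX-1 cells with DMSO and 100% = cells lacking DAX-1 with DMSO; higher inhibition means more luminescence from relief of DAX-1 repression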
ssDAF-12 act – S. stercoralis DAF-12 nuclear receptor activators, primary screen, cell-based, luminescence, HEK293, GRIP1 co-expression, lit1-tk-luc. HEK293 ssDAF-12/GRIP1 lit1-tk-luc reporter; % of 3 µM dafachronic acid response. activation, % at 6.8 µM. hit rate 1% among 370,000. Nuclear hormone receptor DAF-12 (Strongyloides stercoralis);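 active = activation above the mean over all tested compounds plus 3 SD, cut at about 0.9% in these data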;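 note: 0% = DMSO-only wells and 100% = 3 µM delta7-dafachronic acid wells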
hcDAF-12 act – H. contortus DAF-12 nuclear receptor activators, primary screen, cell-based, luminescence, HEK293, lit1-tk-luc reporter. HEK293 hcDAF-12 lit1-tk-luc reporter; 0% DMSO, 100% Δ7-dafachronic acid. activation, % at 6.8 µM. hit rate 1.4% among 370,000. AID 652067, 2013;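 active = activation above the mean of all tested compounds plus 3 SD, cut at about 5.5% in these data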;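 note: 100% = response to 3 µM Δ7-dafachronic acid high control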
FXN GAA850 act – FXN promoter activators, primary screen, cell-based, luciferase luminescence, HEK293 lucGAA850; activation, % at 6 µM; HEK293 lucGAA850 FXN promoter luciferase reporter, 24 h; percent of 10 µM SAHA response; AID 540364, 2011; hit rate 0.56% among 360,000;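 active = activation above the average of all compounds screened plus 3 SD, cutoff fixed separately per campaign, cut at about 7.5% in these data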;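 note: 0% = DMSO wells and 100% = 10 µM SAHA wells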
sPLA2-III inh – human group III sPLA2 inhibitors, primary screen, biochemical, QFRET, BODIPY PC-A2 liposome substrate; QFRET BODIPY PC-A2 liposome hydrolysis, fluorescence; inhibition, % at 12.2 µM; hit rate 0.56% among 370,000; AID 743126, 2013;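 active = inhibition above mean plus 3 SD of compounds lying within the high and low control bounds, cut at about 19% in these data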;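 note: 0% = median of test compound wells and 100% = no enzyme DMSO wells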
Target sequence (Q9NZ20 whole entry, looked up): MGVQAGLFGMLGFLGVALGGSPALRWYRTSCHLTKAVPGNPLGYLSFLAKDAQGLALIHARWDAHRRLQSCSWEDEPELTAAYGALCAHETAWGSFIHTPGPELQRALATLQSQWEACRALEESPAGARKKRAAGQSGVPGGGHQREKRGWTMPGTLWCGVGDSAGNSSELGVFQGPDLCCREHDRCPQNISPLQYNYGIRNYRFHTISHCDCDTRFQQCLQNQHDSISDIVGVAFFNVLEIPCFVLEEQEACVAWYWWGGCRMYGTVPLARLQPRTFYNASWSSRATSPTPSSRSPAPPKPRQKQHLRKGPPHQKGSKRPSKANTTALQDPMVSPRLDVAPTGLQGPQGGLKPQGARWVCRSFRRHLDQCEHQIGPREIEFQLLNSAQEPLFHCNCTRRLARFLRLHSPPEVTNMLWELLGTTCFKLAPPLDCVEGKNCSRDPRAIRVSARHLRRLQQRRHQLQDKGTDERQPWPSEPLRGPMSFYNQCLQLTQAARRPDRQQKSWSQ
KLK7 zymogen act – proKLK7 zymogen activators, primary screen, biochemical, fluorescence intensity. Kallikrein-7 (Homo sapiens), P49862. purified proKLK7, EDANS-DABCYL substrate fluorescence; 100% is mature enzyme control, 0% vehicle. activation, % at 7 µM. hit rate 0.9% among 370,000;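 active = activation above the mean of all tested compounds plus 3 SD, computed per campaign excluding outliers beyond control limits, cut at about 13% in these data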
Target sequence (P49862 whole entry, looked up): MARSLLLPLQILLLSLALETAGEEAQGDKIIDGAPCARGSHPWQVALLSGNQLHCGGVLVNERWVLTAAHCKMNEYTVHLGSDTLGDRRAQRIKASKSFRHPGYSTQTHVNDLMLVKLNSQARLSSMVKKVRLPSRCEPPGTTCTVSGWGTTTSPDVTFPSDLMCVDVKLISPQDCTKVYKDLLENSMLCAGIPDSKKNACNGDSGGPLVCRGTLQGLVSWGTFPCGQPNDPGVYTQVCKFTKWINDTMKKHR
Active calls of the source: *; . = no result given.

SMILES	hgDAF-12 ag	DAX1 inh-1	GC-B act	NPR1 activator	SMARCA2 activ	DAX1 inh-2	ssDAF-12 act	hcDAF-12 act	FXN GAA850 act	sPLA2-III inh	KLK7 zymogen act
O=C1Nc2ccccc2C1=Nc1ccccc1-c1ccccc1	3.3	-0.1	-5	-14	1	0.5	-0.4	1.2	-0.9	3	0.1
COc1ccc(C(=O)NCC(=O)NCC(=O)OCC(=O)c2ccc(C)cc2)cc1	0.4	0.7	-4	-1	3	0.5	-1.2	-0.3	-1.3	-1	-0.1
CCN(c1ccccc1)S(=O)(=O)c1ccc(C(=O)Nc2ccccn2)cc1	3.0	-0.6	-4	-2	0	-0.6	-0.3	-1.7	0.6	-2	0.2
O=C(CN(Cc1ccc(Cl)cc1)C(=O)CNS(=O)(=O)c1ccccc1)NCC1CCCO1 (stereo unspecified)	-2.0	2.2	4	-6	-1	-0.3	-0.7	-0.1	0.3	-1	1.2
Cc1ccc(N2C(=O)c3cccc4cccc(c34)C2=O)cc1	-0.1	0.1	-2	3	1	-0.1	0.4	-0.6	2.0	-3	-0.7
COc1cccc(-c2nnc3sc(-c4ccc(Br)o4)nn23)c1	2.8	.	-1	2	3	0.7	-0.5	1.8	.	2	-3.5
O=C(CN1CCN(S(=O)(=O)c2ccccc2)CC1)Nc1ccccc1C(=O)c1ccccc1	-2.7	-2.0	-5	-2	-2	-0.9	-1.1	-3.9	1.4	-15	0.4
CN1C(=O)[C@H]2[C@@H](c3ccc(C(F)(F)F)cc3)N[C@]3(CCCN(Cc4ccco4)C3=O)[C@H]2C1=O	-1.8	-0.3	2	4	-2	0.8	-0.5	-0.8	-0.2	7	-0.6
N#C/C(=C\c1ccc(Sc2ccccc2)o1)c1nc2ccccc2[nH]1	4.6	-0.4	16	13	1	1.9	0.3	2.9	5.0	8	-0.4
Cc1cccc(NC(=O)CCN2CCCCC2)c1	0.5	1.1	3	-1	-2	0.5	-1.2	-1.1	-0.3	4	-0.2
COc1ccc(C(=O)c2c3ccc(OC)cc3[n+]([O-])n2CCCC(N)=O)cc1	-0.7	-0.2	5	-1	0	-0.6	-0.1	2.3	0.5	2	1.0
CC1CCCCC1NC(=O)CCC(=O)N1CCOc2ccc(Cl)cc21 (stereo unspecified)	0.3	0.5	1	-3	-1	-0.3	-1.1	0.1	1.4	-3	-0.3
Cc1nc(SCCOc2ccccc2F)[nH]c(=O)c1Cc1ccccc1	6.6	-0.9	-2	3	7	1.5	-1.0	3.4	3.0	7	0.8
COc1ccccc1NC(=O)Cn1nc(-c2ccc(Cl)cc2)c2ccccc2c1=O	0.7	-1.2	-10	-4	-2	-0.7	-0.7	-1.8	2.2	9	0.0
Cc1cc(C)cc(NC(=S)N2CCC(NC(=O)C3CC3)CC2)c1	-0.7	-0.1	0	-2	0	0.1	-1.1	1.0	2.3	3	0.4
O=C(Nc1ccc(S(=O)(=O)Nc2ccnn2-c2ccccc2)cc1)C(F)(F)F	1.0	0.7	5	4	2	0.3	-0.4	1.1	0.8	-1	0.8
O=C1NN=C(c2ccccc2)CC1c1c[nH]c2ccccc12 (stereo unspecified)	1.0	-0.8	0	3	-1	-0.6	-1.0	-1.0	-0.2	-31	0.5
O=C(COC(=O)CCCSc1nc2ccccc2[nH]1)Nc1cccc(F)c1	3.5	-0.8	-6	1	-1	-0.3	-0.4	4.7	2.2	-10	0.1
Cc1cccc(OCC(=O)Nc2ccccc2-c2ccccc2)c1	5.2	4.0	-1	-9	1	-0.2	-0.7	-2.2	-2.4	2	0.0
Cc1ccccc1NNC(=O)C(=O)NNc1ccccc1C	-1.5	0.8	0	5	0	0.1	-0.2	4.0	1.0	7	0.1

Given in CSV form: two of the compounds above
molecule,hgDAF-12 ag,DAX1 inh-1,GC-B act,NPR1 activator,SMARCA2 activ,DAX1 inh-2,ssDAF-12 act,hcDAF-12 act,FXN GAA850 act,sPLA2-III inh,KLK7 zymogen act
N#C/C(=C\c1ccc(Sc2ccccc2)o1)c1nc2ccccc2[nH]1,4.6,-0.4,16,13,1,1.9,0.3,2.9,5.0,8,-0.4
Cc1cccc(NC(=O)CCN2CCCCC2)c1,0.5,1.1,3,-1,-2,0.5,-1.2,-1.1,-0.3,4,-0.2

An excerpt of these results, in markdown.
| structure | hgDAF-12 ag | DAX1 inh-1 | GC-B act | NPR1 activator | SMARCA2 activ | DAX1 inh-2 | ssDAF-12 act | hcDAF-12 act | FXN GAA850 act | sPLA2-III inh | KLK7 zymogen act |
| --- | --- | --- | --- | --- | --- | --- | --- | --- | --- | --- | --- |
| CCN(c1ccccc1)S(=O)(=O)c1ccc(C(=O)Nc2ccccn2)cc1 | 3.0 | -0.6 | -4 | -2 | 0 | -0.6 | -0.3 | -1.7 | 0.6 | -2 | 0.2 |
| O=C(CN(Cc1ccc(Cl)cc1)C(=O)CNS(=O)(=O)c1ccccc1)NCC1CCCO1 (stereo unspecified) | -2.0 | 2.2 | 4 | -6 | -1 | -0.3 | -0.7 | -0.1 | 0.3 | -1 | 1.2 |

Reformatted with values under each structure: entries from further up.
Each structure is followed by: hgDAF-12 ag, DAX1 inh-1, GC-B act, NPR1 activator, SMARCA2 activ, DAX1 inh-2, ssDAF-12 act, hcDAF-12 act, FXN GAA850 act, sPLA2-III inh, KLK7 zymogen act
N#C/C(=C\c1ccc(Sc2ccccc2)o1)c1nc2ccccc2[nH]1
  4.6, -0.4, 16, 13, 1, 1.9, 0.3, 2.9, 5.0, 8, -0.4
CC1CCCCC1NC(=O)CCC(=O)N1CCOc2ccc(Cl)cc21 (stereo unspecified)
  0.3, 0.5, 1, -3, -1, -0.3, -1.1, 0.1, 1.4, -3, -0.3

Following part.
SMILES	hgDAF-12 ag	DAX1 inh-1	GC-B act	NPR1 activator	SMARCA2 activ	DAX1 inh-2	ssDAF-12 act	hcDAF-12 act	FXN GAA850 act	sPLA2-III inh	KLK7 zymogen act
COCCCNC(=O)C[C@H]1C[C@@]2(C(=O)OC)C(=C[C@H](C(C)C)O[C@@H]2C2CC2)N(Cc2ccco2)C1=O	-2.8	.	-4	-2	0	-1.4	-1.7	-1.4	.	0	0.7
c1ccc2sc(NN=C3CCCCCC3)nc2c1	13*	0.6	-4	11	0	5.2*	0.8	12*	0.3	4	0.4
CC(C)Sc1nc2c([nH]1)c(=N)ncn2Cc1ccccc1	-3.1	-0.8	7	7	2	-0.1	-1.9	-1.2	2.7	0	0.6
CCc1cc2ccc(C)cc2nc1SCC(=O)NNC(=O)c1ccco1	-1.9	-1.2	-5	-8	1	0.2	-1.8	0.9	-0.4	-14	0.9
CCc1nnc(NC(=O)CSc2ncnc3scc(-c4ccc(C)cc4)c23)s1	-2.1	0.3	3	2	-3	-0.8	-1.5	0.5	1.2	2	0.1
COc1cccc(NC(=O)CN(C)C(C)C(=O)NC(C)c2ccc(Cl)cc2Cl)c1 (stereo unspecified)	-0.6	1.3	-6	-4	1	-1.5	-0.8	-0.8	-1.5	-10	0.6
COc1cc(/C=C/C(C)=O)cc(OC)c1OC	-0.4	-0.8	0	-3	0	-0.3	-1.4	-0.6	-2.3	1	0.7
COc1ccc(-c2nc(CN(CC3CCC(=O)N3)C(C)C)c(C)o2)c(C)c1C (stereo unspecified)	-1.5	0.4	0	-1	-3	-0.6	-1.3	-0.1	2.1	-8	0.9
CCCc1nc2scc(-c3ccccc3)c2c(=O)n1N	0.7	-1.4	4	1	-1	0.1	-1.3	-0.1	-1.4	-3	-0.2
CCOC(=O)[C@]12CCCCC/C=C\1N(Cc1ccc(OC)cc1)C(=O)[C@H]2CC(=O)NCc1ccccc1	2.5	.	-9	-1	-1	0.6	-2.0	-1.0	.	-12	-0.1
COc1ccc(OC)c(C2C/C(=N/O)C(C)C(c3cc(OC)ccc3OC)N2)c1 (stereo unspecified)	-3.9	0.8	2	11	-1	0.3	-0.8	0.4	0.4	1	0.0
O=C(C1CCCCC1)N1CCC2CC1c1cc(-c3ccc4c(c3)OCO4)ccc12 (stereo unspecified)	-3.9	.	-2	1	-8	-1.3	-1.4	-1.9	.	-6	0.5
CCOC(=O)c1sc2nc(N3CCCC3)c3c(c2c1N)CC(C)(C)OC3	-2.9	-0.7	-3	2	1	-0.2	-1.2	-3.8	4.8	0	-11
c1ccc(-c2csc3ncnc(N4CCN(Cc5ccc6c(c5)OCO6)CC4)c23)cc1	-0.5	1.2	-5	-9	1	0.3	-1.0	-1.3	-0.3	1	-0.3
COc1cc(S(=O)(=O)NCCN2CCOCC2)c(OC)cc1Cl	-0.1	0.3	4	3	-3	0.5	-0.3	0.4	-0.6	7	0.0
Cc1ccc(/C=C2\C(=O)ON=C2c2ccccc2)o1	0.0	.	-6	6	0	-0.4	-0.9	-0.5	-0.5	-5	-0.2
CCOC(=O)N1CCN(C(=O)c2ccc(S(=O)(=O)c3ccc(C)cc3)c(NC(C)=O)c2)CC1	-1.0	0.4	4	4	0	0.0	-1.3	-1.5	0.5	4	0.4
Cc1nc2ccc(NS(=O)(=O)c3ccc(F)c(F)c3)cc2s1	0.9	2.4	2	-3	-3	-2.0	-1.5	-2.2	1.8	-8	-0.5
Cc1ccc(C(=O)Nc2ccc(N3CCCCC3)cc2)cc1	6.2	4.2	5	4	5	2.0	0.2	2.0	4.4	8	0.0
Cc1cc(Nc2ccccc2)nc(-c2ccccc2O)n1	7.1	0.2	-5	6	4	0.1	-1.3	0.4	2.6	-15	2.0
O=C1C(=O)N(CC(=O)N2CCCC2)c2ccccc21	-1.5	2.2	4	0	0	0.4	-1.5	0.1	-0.8	-1	-0.1
Cn1nccc1-c1coc2c(C(=O)N3CCOCC3)cccc12	-0.7	.	6	4	-2	0.8	-1.4	-1.3	0.6	-1	0.7
O=C(Cc1ccc(Br)cc1)Nc1ccccc1Cl	1.8	0.0	4	0	0	-0.2	-1.9	-1.9	1.0	3	0.1
COc1ccc(/C(O)=C2/C(=O)C(=O)N(CC3CCCO3)C2c2cccc(OC)c2)cc1 (stereo unspecified)	1.3	0.8	7	-2	3	0.9	-0.8	-0.1	-2.5	3	-0.5
O=C(Oc1cccc(Nc2ncnc3ccccc23)c1)c1ccccc1Cl	1.7	-3.0	4	14	-3	-1.3	-1.3	-3.2	-4.8	-39	-5.1
CCc1nnc(NC(=O)c2ccc(S(=O)(=O)N3CCN(Cc4ccccc4)CC3)cc2)s1	1.8	-0.7	-5	-8	3	1.0	-0.5	-2.1	2.3	-1	-0.1

Assay outcomes from PubChem BioAssay.
